TCR act: activates T cell receptor signaling | Potency, µM (doses to about 9.22 µM), without a hit: at the highest dose activation of IL-2 secretion, actives largely listed as activators | 330,000 tested, under 10 active | primary human leukocytes, anti-CD3, IL-2 HTRF, 48 h; further: % of control where 0% means no effect
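Activity was scored as IL-2 release from primary human leukocytes given only a TCR signal (a-CD3 beads) plus compound for 48 hr. Detection used a two-antibody HTRF format read at 665nm.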
TRPV1 agonist: activates the human vanilloid receptor TRPV1 | activation, % at 8.33 µM | Q8NER1 | 320,000 tested, 0.19% active | TRPV1-expressing cells, Fluo-8 calcium influx, agonist mode | AID 540275; in the data active means activation above about 80%; inconclusive means between about 30% and that limit; further: 0% is about no effect
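Cells expressing TRPV1 were dye-loaded with Fluo-8 and read kinetically: 10 s baseline, 3 min after compound (agonist portion), then 2 min after EC20 capsaicin (allosteric enhancer portion). Calcium-bound dye fluorescence at 480/520 nm.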
KCNH2 WT inh: KCNH2 (human, wildtype) channel inhibition; Q12809; U2OS, BacMam KCNH2, thallium flux FluxOr; hits give low values; AID 720551; 340,000 tested, 0.37% active; activity change, % at 1.84 µM;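 active means maximum activity change below -70%; inconclusive means maximum activity change between -70% and -50%; inactive means maximum activity change above -50%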; further: on the % scale 0 is the no-effect control and ±100 the full control effect
Target sequence (Q12809 whole entry, looked up): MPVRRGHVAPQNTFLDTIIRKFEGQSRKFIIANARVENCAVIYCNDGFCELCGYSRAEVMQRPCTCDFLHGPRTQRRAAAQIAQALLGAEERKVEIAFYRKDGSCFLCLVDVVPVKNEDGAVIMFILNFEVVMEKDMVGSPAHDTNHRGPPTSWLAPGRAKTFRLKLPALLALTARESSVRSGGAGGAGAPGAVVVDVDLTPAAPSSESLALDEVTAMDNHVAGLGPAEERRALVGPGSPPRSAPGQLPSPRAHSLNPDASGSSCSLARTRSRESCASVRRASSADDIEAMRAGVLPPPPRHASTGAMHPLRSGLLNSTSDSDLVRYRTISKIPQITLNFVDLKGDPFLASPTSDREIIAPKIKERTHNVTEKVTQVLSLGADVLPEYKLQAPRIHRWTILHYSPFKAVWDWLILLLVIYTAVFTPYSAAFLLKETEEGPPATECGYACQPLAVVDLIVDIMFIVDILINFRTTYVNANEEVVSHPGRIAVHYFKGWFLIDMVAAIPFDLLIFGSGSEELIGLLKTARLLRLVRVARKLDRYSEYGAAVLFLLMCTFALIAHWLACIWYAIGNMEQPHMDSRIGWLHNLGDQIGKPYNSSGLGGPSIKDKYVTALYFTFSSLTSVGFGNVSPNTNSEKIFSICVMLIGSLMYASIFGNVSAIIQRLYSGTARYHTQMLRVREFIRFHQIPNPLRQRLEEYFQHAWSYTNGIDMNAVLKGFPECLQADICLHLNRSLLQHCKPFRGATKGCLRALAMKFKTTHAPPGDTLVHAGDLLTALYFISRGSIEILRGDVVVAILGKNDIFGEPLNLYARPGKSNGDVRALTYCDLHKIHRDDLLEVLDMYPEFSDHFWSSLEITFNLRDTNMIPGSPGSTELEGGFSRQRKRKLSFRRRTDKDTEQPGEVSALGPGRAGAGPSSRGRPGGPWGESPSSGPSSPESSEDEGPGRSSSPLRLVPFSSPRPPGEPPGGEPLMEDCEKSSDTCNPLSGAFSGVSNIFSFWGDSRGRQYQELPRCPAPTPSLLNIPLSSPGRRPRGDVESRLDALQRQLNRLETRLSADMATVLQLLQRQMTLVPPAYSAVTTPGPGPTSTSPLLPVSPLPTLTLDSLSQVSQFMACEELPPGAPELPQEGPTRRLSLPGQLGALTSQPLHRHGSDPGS
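U2OS cells were transduced with wild-type KCNH2 virus (2.03 x 10^8 / mL) for 4 h at room temperature, then cultured overnight at 37 C. Thallium flux was read with FluxOr dye. Rate constants were normalized to DMSO controls.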
ELG1 DNA repair: inhibitors of ELG1-dependent DNA repair in HEK293T cells; Potency, µM (top dose mostly 46.1 µM), without a hit: at the highest dose activity change, negative = inhibition, usual class: inhibitors; HEK293T ELG1-luciferase reporter, luminescence, 16 h; DNA damage induced by 5-fluorouridine; 330,000 tested, 2.3% active; AID 504467; further: potency means the concentration at half of the fitted maximal effect; on the % scale 0 is the no-effect control and ±100 the full control effect; nearly all actives have a fitted effect of over 55% in size
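Luminescence from the luciferase reporter, measured 30 min after ONE-Glo reagent at room temperature, was the read-out. Beforehand, 2,000 cells per well were exposed for 16 hr at 37 °C to 5-fluorouridine together with compound or vehicle.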
USP2a inh: USP2a (human) protease inhibition | O75604 | USP2 core, Ub-CHOP2 coupled fluorogenic reporter, 485/531 | Potency, µM (doses to about 38.3 µM), for the others: at the highest dose activity change, negative = inhibition, usual class: inhibitors | 330,000 tested, 0.01% active | AID 463254;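 further: potency means the concentration at half of the fitted maximal effect; plate controls were DMSO wells for no effect and full inhibition by NEM control for full effect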
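Cell-free coupled assay: 10nM USP2 core preincubated 30min RT with compound in Tris-HCl pH 8.0/CaCl2/CHAPS buffer, then 25nM Ub-CHOP2 and 25nM reporter substrate; fluorescence (Ex 485/Em 531) read after 60min RT, normalized to NEM inhibition, concentration-response curves fitted.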
TSHR antagonist: human thyrotropin receptor antagonism. P16473. 330,000 tested, 0.2% active. TSHR-expressing cells, TSH-stimulated cAMP HTRF, 2 h; hits give low values. activity change, negative = inhibition, % at 11.5 µM;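 active means activity change below a set negative limit, meaning inhibition stronger than a set level, cut at about -70% in these data; inconclusive means activity change between two set negative limits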; further: on the % scale 0 is the no-effect control and ±100 the full control effect
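Inhibition of cAMP made by TSHR-expressing cells under TSH stimulation (4nM final, EC80; 2 h, 37 deg C) is quantified with a one-step lysis HTRF kit, anti-cAMP cryptate versus cAMP-d2.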
Mito fusion act: blocks mitochondrial division or promotes mitochondrial fusion. S. cerevisiae fusion-defective mutant growth rescue, CellTiterGlo 48 h. Potency, µM (titrated, usually from 46.1 µM), for the others: at the highest dose growth rescue (activation), most hits filed as activators. 320,000 tested, 0.23% active. AID 485298;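 further: potency means the concentration at half of the fitted maximal effect; % of control where 0% means no effect; nearly all actives have a fitted effect of over 45% in size; temperature-sensitive fusion mutants such as fzo1-1 at 37 °C on non-fermentable ethanol glycerol medium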
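Luminescent cell viability in 1536-well qHTS format served as the measure of rescued growth in ts fusion-mutant S. cerevisiae cultured on non-fermentable YPEG for 48 hours at 37C.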
Eya2 inh: Eya2 (human) phosphatase inhibition | O00167 | recombinant Eya2, OMFP fluorescence dephosphorylation (OMFP is methylfluorescein phosphate) | Potency, µM (top dose mostly 76.9 µM), without a hit: top-dose activity, negative = inhibition, most hits filed as inhibitors | 330,000 tested, 0.006% active | AID 488837; further: potency means the concentration at half of the fitted maximal effect; on the % scale 0 is the no-effect control and ±100 the full control effect
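Eya2 (0.2 uM) preincubated 10 min at ambient with compound, then OMFP substrate added at 50 uM; 10 min reaction in 50 mM HEPES pH 7.5, 50 mM NaCl, 5 uM MgCl2, 0.05% BSA, 1 mM DTT. Fluorescence read at Ex 485/Em 525 nm.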
KCNH2 3.1 block: KCNH2 3.1 (human) potassium channel inhibition; U2OS KCNH2 3.1, thallium flux FluxOr; hits give low values; 340,000 tested, 0.95% active; activity change, % (tested at about 1.8 µM); AID 720553;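 active means maximum activity change below -70%; inconclusive means maximum activity change from -70% to -50%; inactive means maximum activity change above -50%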;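 further: thallium influx rate constant from kinetic fluorescence after stimulation buffer; on the % scale 0 is the no-effect control and ±100 the full control effect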
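Measured as rate of thallium-driven FluxOr signal in transduced U2OS cells carrying the 3.1 channel, read kinetically for 2 min upon stimulation; values are rate constants scaled to DMSO control wells.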
AT treatment: potential ataxia-telangiectasia treatments restoring KAP-1 phosphorylation | […] A-T fibroblasts, KAP-1 phosphorylation AlphaLISA; neocarzinostatin DNA damage 30 min before lysis | Potency, µM (titrated, usually from 57.5 µM), for inactives: at the highest dose activation, actives largely listed as activators | 320,000 tested, 0.19% active | AID 485349; further: potency means the concentration at half of the fitted maximal effect; % of control where 0% means no effect; nearly all actives have a fitted effect of over 45% in size
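ATM-like activity read as KAP-1 phosphorylation via AlphaLISA donor/acceptor antibody pairs after lysis and 6 hr at 25C. Cells were ATM-null patient fibroblasts ([…], hTERT), dosed 60 min, then exposed to the DSB inducer NCS for 30 min.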
Numbers without * were called inactive; ? = inconclusive; · = no result given; [ ] = another dose, or the depositor's remark. Unless noted, the call rests on the fitted dose curve; in most records, active means well fitted curve in the direction sought with a large enough effect; inconclusive means small, poorly fitted or top-dose-only effect, or another doubt; inactive means no such curve, though single readings can be large; an effect the other way counts as inactive or inconclusive. These rows are one share of the data (hit frequency here may not be typical).

molecule	TCR act	TRPV1 agonist	KCNH2 WT inh	ELG1 DNA repair	USP2a inh	TSHR antagonist	Mito fusion act	Eya2 inh	KCNH2 3.1 block	AT treatment
Cc1ccc(OS(=O)(=O)c2ccccc2)c(/C=N/N=C2\NC(=O)C(C)S2)c1 (centres undefined)	2.2%[46.1 µM]	3.5	-3.0	2.0%	4.1%	-2.7	-5.2%	2.3%	6.3	0.6%
CCc1cc(C(=O)N/N=C/c2ccc(OC)cc2)c2ccccc2n1	-2.6%	-3.1	8.4	?	-0.9%	-4.3	-1.1%	-12.3%	-5.2	2.2%
Cc1cc(C)n(CCC(=O)N2CCCC(N3CCN(c4cccc(Cl)c4)CC3)C2)n1 (centres undefined)	0.6%	6.4	1.2	2.7%	3.5%	41.7	-1.0%	-5.5%	0.6	-13.3%
CCOc1ccc(CN(Cc2ccco2)C(c2cccs2)c2nnnn2C(C)(C)C)cc1 (centres undefined)	1.5%	7.6	16.2	?	-0.3%	-20.0	-2.6%	-8.7%	-39.2	9.4%
O=C(CCS(=O)(=O)c1cccc2nsnc12)N1CC(=O)N(CCc2ccccc2)C(=O)C1	1.4%	-1.7	4.4	?	-0.2%	-9.6	1.1%	2.7%	2.7	0.8%
NC(=O)CSc1cn(Cc2ccc(F)cc2)c2ccccc12	0.6%	4.7	10.7	-2.1%	1.0%	2.9	17.5%	2.1%	-0.9	2.7%
O=C(c1ccco1)N1CCN(Cc2cccc([N+](=O)[O-])c2)CC1	-5.7%	2.9	8.3	1.8%	1.0%	-9.3	-0.5%	5.9%	-1.4	1.1%
O=c1c2[nH]c3ccccc3c2ncn1Cc1ccncc1	7.5%	1.7	-4.8	19.3%	1.3%	1.6	-5.3%	9.2%	8.3	-0.5%
Cc1ccc(N(CC(=O)NC2CCCC2)C(=O)CCC(=O)Nc2nccs2)cc1C	2.4%	-0.8	-10.1	-9.2%	0.6%	-5.8	6.8%	24.2%	7.7	3.1%
Cc1cccn2cc(CCNC(=O)c3cccs3)nc12	1.0%	0.5	1.0	?	-1.1%	32.9	-4.1%	4.8%	13.5	21.8%
N#CC1=C(N)N2C(=C(C#N)C1c1cccc(Br)c1)Nc1ccccc12 (centres undefined)	-8.5%[46.1 µM]	4.2	0.7	2.91µM*	0.3%	-0.3	0.0%	-15.0%	6.5	5.7%
CCOc1ccc(N2CC(C(=O)Nc3cccnc3)CC2=O)cc1 (centres undefined)	3.0%	9.3	15.9	-7.3%	0.3%	17.2	-1.3%	3.1%	2.4	-2.9%
N#CCCN(C(=O)COC(=O)Cc1ccc(Br)cc1)c1ccccc1	-5.9%	2.0	8.7	1.1%	1.4%	-5.8	11.6%	-18.7%	14.7	2.6%
O=[N+]([O-])c1cccc(-n2nnnc2CN2CCCCCC2)c1	·	·	-3.8	6.1%	1.7%	-4.9	6.0%	4.3%	3.6	-6.6%
CC(Oc1ccc(NC(=O)c2ccco2)cc1)C(=O)N1c2ccccc2CC1C (centres undefined)	-3.0%	-1.5	0.3	?	-1.0%	18.6	1.4%	6.8%	-13.2	-2.2%
CCN(CC)c1ccc2cc(S(=O)(=O)c3ccc(Cl)cc3)c(=O)oc2c1	-3.8%	?	-19.1	-24.6%	3.1%	-5.4	15.8%	7.3%	8.4	25.1µM*
CCCCCCSc1ccc([C@H]2N[C@@](CC(C)C)(C(=O)OC)[C@H]3C(=O)N(C)C(=O)[C@@H]23)cc1OC	-11.4%	?	-30.5	?	0.4%	-8.8	?	-6.8%	-19.7	10.8%
COc1cc(OC)cc(C(=O)Nc2ccc(S(=O)(=O)Nc3ncccn3)cc2)c1	-0.6%	-0.1	-10.4	3.7%	1.2%	-12.8	0.5%	-1.9%	4.2	2.4%
Cc1ccc(S(=O)(=O)NCc2ccc(C(=O)NCCN(Cc3ccccc3)C(C)C)cc2)cc1	-1.7%	-2.0	5.1	?	-4.7%	6.1	-0.4%	-7.4%	-30.3	-2.0%
CCOc1ccc(OCC)c(NC(=O)C(NS(=O)(=O)c2ccc3c(c2)oc(=O)n3C)C(C)C)c1 (centres undefined)	3.6%	-3.5	-5.8	-8.6%	-1.5%	0.9	-22.4%	19.5%	14.2	-7.5%
COc1cc2c(-c3ccccc3O)nc3c(c(C)nn3-c3ccccc3)c2cc1OC	2.7%	-1.2	2.4	1.2%	5.6%	-7.3	-0.1%	-15.5%	14.2	1.0%
CC(C)(C)OC(=O)NCCc1nnc(SCC(=O)Nc2cccc(Cl)c2)o1	-3.0%	-3.1	3.2	-0.1%	3.1%	-7.1	3.3%	-30.2%	26.0	0.0%
COc1ccccc1-n1cc2c([N+](=O)[O-])cc([N+](=O)[O-])cc2n1	-0.4%	-1.8	3.9	10.4%	3.1%	6.5	0.2%	10.8%	4.6	-0.6%
O=C(Nc1cc(Cl)ccc1Cl)C1CC(=O)N(c2ccccc2)C1 (centres undefined)	-11.8%	20.1	-26.5	0.4%	12.4%	-7.4	-2.0%	6.5%	-3.1	0.7%
CCCNC(=O)Cn1c2ccccc2c2nc(=O)cc(C)n21	2.5%	4.8	-15.6	-2.7%	-3.6%	15.2	-0.7%	4.6%	14.7	13.4%
O=C(O)c1cccc2c1/C(=N/Nc1ccc([N+](=O)[O-])cc1[N+](=O)[O-])c1ccccc1-2	-3.0%	1.3	5.0	2.3%	1.2%	-6.7	6.8%	-2.0%	22.8	-8.8%
O=C1C=C(c2ccc3ncccc3c2)C[C@@H](c2ccc(Cl)cc2)C1	-5.5%	12.8	5.1	?	-0.7%	-14.8	?	8.8%	-7.8	·
CCc1ccc(OC(=O)CN2C(=O)c3ccccc3C2=O)cc1	·	3.3	-5.5	6.1%	0.5%	-6.6	-8.4%	-16.1%	1.2	2.3%
Cc1ccc(C)c(NC(=O)Cc2nc(CCl)cs2)c1	9.1%[46.1 µM]	4.5	12.2	1.5%	2.0%	0.2	-9.3%	0.7%	-0.3	6.2%
CCOc1ccc(C(C)NC(=O)CCC(=O)O)cc1 (centres undefined)	3.2%	3.4	1.8	-2.5%	-1.9%	-12.4	-3.2%	-9.7%	-1.2	12.0%

Some of these compounds in order of the Eya2 inh value, falling.
| SMILES | TCR act | TRPV1 agonist | TSHR antagonist | Eya2 inh |
| --- | --- | --- | --- | --- |
| Cc1ccc(N(CC(=O)NC2CCCC2)C(=O)CCC(=O)Nc2nccs2)cc1C | 2.4% | -0.8 | -5.8 | 24.2% |
| Cc1cccn2cc(CCNC(=O)c3cccs3)nc12 | 1.0% | 0.5 | 32.9 | 4.8% |
| CCc1ccc(OC(=O)CN2C(=O)c3ccccc3C2=O)cc1 | · | 3.3 | -6.6 | -16.1% |

Going on with the list.
molecule	TCR act	TRPV1 agonist	KCNH2 WT inh	ELG1 DNA repair	USP2a inh	TSHR antagonist	Mito fusion act	Eya2 inh	KCNH2 3.1 block	AT treatment
COCCNC(=O)c1cc(-c2ccccn2)nc2ccc(S(=O)(=O)N3CCC(C)CC3)cc12	-2.6%	2.7	-15.9	0.6%	1.8%	-0.6	-2.1%	7.4%	12.8	10.6%
COc1cc(/C=C2/C(=O)N(c3ccc(Br)cc3)N=C2C)cc([N+](=O)[O-])c1O	·	3.2	·	5.2%	0.9%	-9.5	-6.7%	-4.0%	·	-5.0%
Cc1cccc(C)c1NC(=O)CS(=O)CC(=O)Nc1ccc(N2CCOCC2)cc1 (centres undefined)	-0.4%	-2.8	-1.4	-3.5%	0.0%	0.9	-13.6%	-21.1%	7.4	2.2%
COC(=O)CC1C(C(=O)OC)ON2OC(C(=O)OC)C(C(=O)OC)C12 (centres undefined)	-2.0%	2.7	·	1.6%	3.8%	2.1	-0.3%	-11.0%	8.5	4.8%
CC(=O)N1c2ccc(S(=O)(=O)N(C)C3CCCCC3)cc2CC1C (centres undefined)	8.9%	3.9	-3.0	?	1.4%	1.9	-4.3%	-4.6%	-13.1	2.2%
CC(C)Cc1ccc(S(=O)(=O)NCC2CCCO2)cc1 (centres undefined)	-5.6%	6.5	2.5	-26.0%	1.0%	-7.0	0.9%	-1.2%	6.8	-6.7%
COc1ccc(CCn2c(=O)[nH]c3cc(C(=O)NCCc4ccccc4)ccc3c2=O)cc1OC	·	3.3	·	?	1.1%	3.9	-2.7%	11.2%	·	1.6%
CC12CC(NC(=O)N1c1cccc(C(=O)NCc3ccc4c(c3)OCO4)c1)c1cc(Cl)ccc1O2 (centres undefined)	5.3%	-3.5	19.7	?	-1.0%	-5.8	-2.6%	-12.9%	·	-0.8%
O=C(O)CC1(CC(=O)NCc2ccc(F)cc2)CCCCC1	0.6%	-1.7	2.7	-2.7%	-0.6%	6.6	5.8%	-25.7%	2.0	11.2%

From PubChem BioAssay
